Statin myotox sup: suppression of simvastatin myotoxicity | C2C12 myotubes + simvastatin, ATP luminescence, 48 h; scaled: DMSO 0, geranylgeraniol control 100 | 330,000 tested, 0.78% active | rescue of ATP level, % at 7.49 µM;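 active means mean ATP rescue above about 67%, or every replicate alone reaching that limit, limit read from the data, passing the limit was not always enough; inconclusive means no clear call, values can overlap the other calls; inactive means mean under the limit and some replicate under it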;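 further: myotubes were challenged with 10 µM simvastatin during compound exposure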
esBAF inh: blocks esBAF chromatin remodeling in mouse ES cells. Bmi1-luciferase knock-in reporter, 24 h; 100% = twice the neutral-well signal. 350,000 tested, 2% active. reporter increase, % at 12.5 µM. AID 602393; in the data active means activation above about 40%; inconclusive means no clear call, values can overlap the other calls;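 further: 0% = median of the plate's neutral control wells and 100% = double that signal; a rise in the Bmi1 reporter signal indicates esBAF inhibition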
* marks the source's active call; other numbers are inactive results; ? = inconclusive.

#1 CCN(CC)c1ncnc2sc(C(=O)N3CCN(c4ccccc4)CC3)c(C)c12
#2 COc1ccc2sc3ccccc3c(=O)c2c1OC
#3 Cc1ccc(S(=O)(=O)NC(CC(C)C)C(=O)Nc2nccs2)cc1 (centres undefined)
#4 O=C(Cc1ccccc1)NNC(=O)c1cccs1
#5 CCOc1ccc(C(=O)CN2CCN(S(=O)(=O)c3ccc(Cl)cc3)CC2)cc1
#6 Cc1n[nH]c(=O)nc1NCc1ccc(Cl)cc1
#7 Cc1cccc(C(=O)Nc2sc(C)c(-c3ccccc3)c2C#N)c1
#8 NNC(=O)CCS(=O)(=O)c1ccc2ccccc2c1

compound no.	1	2	3	4	5	6	7	8
Statin myotox sup	-18	-2	-14	-10	23	-16	-30	26
esBAF inh	0	19	-8	4	-3	-4	49*	-2

#9 C/C(=N\NC(=O)c1[nH]c2c([N+](=O)[O-])cc(C)cc2c1-c1ccccc1)c1cccnc1
#10 C=CCOc1cccc(C2C(C(=O)c3ccco3)=C(O)C(=O)N2CCN(CC)CC)c1 (centres undefined)
#11 Clc1ccc(SCCn2ccnc2)cc1
#12 COc1cc(CCC(=O)OCc2nnc(-c3ccccc3)o2)cc(OC)c1OC
#13 COc1ccc(N2C(=O)C(CC(=O)O)S/C2=C\C(C)=O)cc1 (centres undefined)
#14 O=c1n(-c2ccccc2)c(=O)n2n1CCCC2
#15 CCCN1Cc2cccc(C(N)=O)c2C1=O
#16 COc1cc(OC)c(Cl)cc1N

compound no.	9	10	11	12	13	14	15	16
Statin myotox sup	-33	5	6	104*	-6	43	0	38
esBAF inh	-5	3	-4	7	0	3	2	1

Complete entries, quoted from the list. Values in the order: Statin myotox sup | esBAF inh
`COc1cc(CCC(=O)OCc2nnc(-c3ccccc3)o2)cc(OC)c1OC` in the list: 104* | 7
`O=c1n(-c2ccccc2)c(=O)n2n1CCCC2` in the list: 43 | 3

New compounds follow.
#17 COC(=O)C1=C(C)N(Cc2ccccc2)C(=NCCc2c[nH]c3ccccc23)N[C@H]1c1ccccc1
#18 COC(=O)c1c(C)noc1-c1cc(C)on1
#19 CCOc1ccc2nc(NC(=O)c3cnc(C)cn3)sc2c1
#20 O=C(c1ccc(S(=O)(=O)N2CCCCC2)cc1)N1CCN(c2ccccc2)CC1
#21 Cc1ccccc1N1C(=O)CC(N(O)c2ccccc2)C1=O (centres undefined)
#22 Cc1ccc([C@H]2C(C(=O)O)=CC[C@@H](c3ccc(Cl)cc3)N2S(=O)(=O)c2ccccc2C)cc1
#23 Cc1ccc(-n2[nH]c(C)c(/C=C3/C=Nc4ccccc43)c2=O)cc1C
#24 C/C(=N\Nc1nccnc1Cl)c1ccc([N+](=O)[O-])cc1

compound no.	17	18	19	20	21	22	23	24
Statin myotox sup	-72	102*	5	4	6	15	-6	4
esBAF inh	-5	4	16	-2	26	6	54*	26

#25 CN1CCN(NC(=O)c2cccc(F)c2)CC1
#26 CCCNC(=O)CCn1nc(-c2ccccc2)c2ccccc2c1=O
#27 CC(C)(C)c1ccc(-c2nnc(SCC(=O)c3ccc4c(c3)OCCO4)o2)cc1
#28 CCCCCCn1cnc2c(c1=O)c1nc3ccccc3nc1n2/N=C/c1ccco1
#29 CCOC(=O)CC(=O)CSc1ccc2nnc(-c3ccc(C)cc3)n2n1
#30 O=C(NCc1ccco1)c1cc(-c2cccnc2)nc2ccccc12
#31 CC[C@@H](C)[C@@H]1CN([C@@H](C)CN2CCC[C@H]2CN2C(N)=NC[C@@H]2Cc2ccccc2)C(=N)N1CCc1ccc(Cl)c(Cl)c1
#32 Cc1cc(C)nc(SCC(=O)Nn2cnnc2)n1

compound no.	25	26	27	28	29	30	31	32
Statin myotox sup	-5	5	-9	38	-30	-6	-59	0
esBAF inh	0	1	-1	-3	-6	3	-4	-8

#33 CCCOc1ccc(C2/C(=C(\O)c3c(C)[nH]c(C(=O)OC)c3C)C(=O)C(=O)N2CCN(C)C)cc1 (centres undefined)
#34 CCCC1OC23CCCCC2C(C#N)(C(=N)O3)C1(C#N)C#N (centres undefined)
#35 Cc1nn(-c2cc(C)c3ccccc3n2)c2c1CCC2
#36 COc1ccc(OCCCN2CCCC(C)C2)cc1 (centres undefined)
#37 Cc1ccc(S(=O)(=O)N2CCN(S(C)(=O)=O)C2c2ccccc2)cc1 (centres undefined)
#38 COCCn1c(SCC(=O)c2ccc3c(c2)OCCO3)nnc1C(C)C
#39 C=CCOC(=O)c1[nH]c2c(c1C)C(=O)CC(c1cc(OC)c(OC)c(OC)c1)C2 (centres undefined)
#40 Cc1nn(-c2ccccc2)c2sc(C(=O)c3c(N)n(C)c(=O)n(C)c3=O)cc12

compound no.	33	34	35	36	37	38	39	40
Statin myotox sup	2	-4	-2	-16	-9	1	-75	-15
esBAF inh	-3	-3	38	2	1	10	-28	28

#41 CCCNC(=O)c1n[nH]c(=O)c2ccccc12
#42 NC(=O)NC(=O)CSc1nc(-c2ccccc2)c(-c2ccccc2)n1CC1CCCO1 (centres undefined)
#43 CCCS(=O)(=O)N1CCCC(C(=O)N2CCC(Cc3ccccc3)CC2)C1 (centres undefined)
#44 c1cn2cc(CN3CCOCC3)nc2s1
#45 CCCC(C)n1[nH]c(=O)cc1N (centres undefined)
#46 Cc1cc(C)nc(NS(=O)(=O)c2ccc(N/C=C3\CCCC3=O)cc2)n1
#47 CCOC(=S)N/C(=N\S(=O)(=O)c1ccccc1)c1ccccc1
#48 N#C/C(=C/c1ccc(N2CCCCCC2)o1)c1ccc(Cl)cc1

compound no.	41	42	43	44	45	46	47	48
Statin myotox sup	2	139*	1	6	-12	19	-1	22
esBAF inh	-5	2	-1	-4	-4	2	-4	1

#49 CCN1CCCC1CNC(=O)Cn1cccc1C(=O)c1ccccc1C (centres undefined)
#50 COC(=O)/C(=C(/F)Sc1cc(C)c(O)c(C)c1)C(F)(F)F
#51 COC(=O)c1cc(C#N)c(SCc2ccccc2)nc1C
#52 Cc1ccc(S(=O)(=O)NNC(=S)Nc2ccccc2)cc1
#53 O=C(NCc1ccco1)c1ccc2c(=O)n(CC3CCCO3)c(=S)[nH]c2c1 (centres undefined)
#54 CC(Sc1nnc(C2CCCCC2)n1N)C(=O)NCc1ccc2c(c1)OCO2 (centres undefined)
#55 Cc1c(Cl)c([N+](=O)[O-])nn1Cc1ccc(C(=O)N/N=C\c2cc(Cl)ccc2O)o1
#56 Cc1ccc(-n2c(=O)[nH]c3c(C(N)=O)nc(CC(C)C)nc32)cc1

compound no.	49	50	51	52	53	54	55	56
Statin myotox sup	23	10	4	25	91*	-11	74*	4
esBAF inh	0	-2	4	4	-11	0	-58	1

#57 O=C(CCCC(=O)N(CC(=O)NC1CCCCC1)Cc1ccccc1)Nc1ccccn1
#58 Cc1cccc(-n2c(SCc3cc(=O)n4ccsc4n3)nc3ccccc32)c1
#59 Cc1ccc(C2(C)NC(=O)N(Cc3c(C)noc3C)C2=O)cc1 (centres undefined)
#60 Cc1cccc(C)c1OCC(O)CNC(C)C (centres undefined)
#61 C=CCSC1=Nc2sccc2C2=NC(=O)CN12
#62 CCOCCn1c(COc2ccccc2)nc2ccccc21
#63 CCCC(=O)Nn1cnc2c(c1=O)C1(CCCC1)Cc1ccccc1-2
#64 O=C(NCCCN1CCN(c2ccc(F)cc2)CC1)c1cccc(N2CCCC2=O)c1

compound no.	57	58	59	60	61	62	63	64
Statin myotox sup	0	15	-11	29	-3	122*	26	1
esBAF inh	5	14	5	-6	1	-22	-1	7

From compound 46 to 61, as listed above:
#46 Cc1cc(C)nc(NS(=O)(=O)c2ccc(N/C=C3\CCCC3=O)cc2)n1
#47 CCOC(=S)N/C(=N\S(=O)(=O)c1ccccc1)c1ccccc1
#48 N#C/C(=C/c1ccc(N2CCCCCC2)o1)c1ccc(Cl)cc1
#49 CCN1CCCC1CNC(=O)Cn1cccc1C(=O)c1ccccc1C (centres undefined)
#50 COC(=O)/C(=C(/F)Sc1cc(C)c(O)c(C)c1)C(F)(F)F
#51 COC(=O)c1cc(C#N)c(SCc2ccccc2)nc1C
#52 Cc1ccc(S(=O)(=O)NNC(=S)Nc2ccccc2)cc1
#53 O=C(NCc1ccco1)c1ccc2c(=O)n(CC3CCCO3)c(=S)[nH]c2c1 (centres undefined)
#54 CC(Sc1nnc(C2CCCCC2)n1N)C(=O)NCc1ccc2c(c1)OCO2 (centres undefined)
#55 Cc1c(Cl)c([N+](=O)[O-])nn1Cc1ccc(C(=O)N/N=C\c2cc(Cl)ccc2O)o1

compound no.	46	47	48	49	50	51	52	53	54	55
Statin myotox sup	19	-1	22	23	10	4	25	91*	-11	74*
esBAF inh	2	-4	1	0	-2	4	4	-11	0	-58

#56 Cc1ccc(-n2c(=O)[nH]c3c(C(N)=O)nc(CC(C)C)nc32)cc1
#57 O=C(CCCC(=O)N(CC(=O)NC1CCCCC1)Cc1ccccc1)Nc1ccccn1
#58 Cc1cccc(-n2c(SCc3cc(=O)n4ccsc4n3)nc3ccccc32)c1
#59 Cc1ccc(C2(C)NC(=O)N(Cc3c(C)noc3C)C2=O)cc1 (centres undefined)
#60 Cc1cccc(C)c1OCC(O)CNC(C)C (centres undefined)
#61 C=CCSC1=Nc2sccc2C2=NC(=O)CN12

compound no.	56	57	58	59	60	61
Statin myotox sup	4	0	15	-11	29	-3
esBAF inh	1	5	14	5	-6	1

Additional compounds follow.
#65 COc1ccc(S(=O)(=O)Nc2cc(C)cc(C)n2)c2ccccc12
#66 Cc1nnc(NC(=O)CSc2ncnc3c2cnn3-c2ccccc2C)s1
#67 N#Cc1c(-c2ccccc2)cc(C2CC2)nc1SCC(=O)c1cccs1
#68 Cc1nn(CC(=O)NCc2ccc(OC(C)C)cc2)c(=O)c2cc(-c3ccccc3)nn12
#69 OC(CNCCCN1CCCCC1)COc1ccccc1 (centres undefined)
#70 CN1C(=S)SC(N(O)C(=O)Nc2ccccc2)C1(C)C (centres undefined)
#71 Cc1cc(C(=O)COC(=O)c2ccc3c(c2)OCO3)c(C)n1Cc1cccs1
#72 CCOc1ccccc1C(=O)NCC(=O)OCC(=O)NCCc1ccc(S(N)(=O)=O)cc1

compound no.	65	66	67	68	69	70	71	72
Statin myotox sup	4	17	15	-4	16	6	1	-1
esBAF inh	14	-6	-5	-2	-2	5	21	-3

#73 COc1ccc(C[C@H]2CN3C(=NC[C@@H]3Cc3ccccc3)N2CCNC(=O)c2ccc(C)c(Br)c2)cc1
#74 Cc1ccc(CSc2nc3sc(C)c(C)c3c(=O)n2Cc2ccco2)cc1
#75 COC(=O)CCC(NC(=O)c1cc(C)oc1C)C(=O)OC (centres undefined)
#76 Cc1ccc(-c2nnc(N3CCN(C(=O)CSc4ncn[nH]4)CC3)c3ccccc23)cc1
#77 CCOc1ccc(N=C(NC#N)SC)cc1
#78 COC(=O)C1C2C=CC3(CN(Cc4ccco4)C(=O)C13)O2 (centres undefined)
#79 COCCn1c(-c2ccco2)nc2nc3ccccc3nc21
#80 C(=N\c1nccs1)/c1c[nH]c2ccccc12

compound no.	73	74	75	76	77	78	79	80
Statin myotox sup	-21	-2	6	14	24	49	-13	14
esBAF inh	-91	4	-7	-5	1	-4	6	-7

#81 COc1cc(-c2noc(C)c2-c2ccc3[nH]ccc3c2)cc(OC)c1OC
#82 COc1cc(C(O)P(=O)(OC2CCCCC2)c2ccc(N(C)C)cc2)cc(OC)c1OC (centres undefined)
#83 OCCN(CCO)c1ncnc2c1oc1ccc(Br)cc12
#84 Cc1nn(Cc2ccc(Cl)cc2Cl)c(C)c1NC(=O)c1nc2n(n1)C(C(F)F)CC(C)N2 (centres undefined)
#85 O=C(CN1C(=O)C2(OCCO2)c2ccccc21)c1ccc(F)cc1
#86 Cc1nc(NC(C)C)c2oc3ccccc3c2n1
#87 COc1cc(C(=O)NCCC(=O)NCc2ccc3c(c2)OCO3)cc(OC)c1OC
#88 Cn1ncc(N)c1C(=O)Nc1cccc(C(F)(F)F)c1

compound no.	81	82	83	84	85	86	87	88
Statin myotox sup	-45	-5	-54	1	1	16	0	-12
esBAF inh	-19	-2	2	-2	8	8	3	0

#89 O=C(CN(C(=O)CCC(=O)Nc1ccccn1)c1ccc2c(c1)OCCO2)NCCc1ccccc1
#90 Cc1scc(C(=O)N/N=C/c2ccc(OC(C)C)cc2)c1C
#91 N#Cc1nc(Cc2cccc3ccccc23)oc1N1CCCCC1
#92 COc1cccc(-n2c(C)nnc2SCC#N)c1
#93 Clc1cccc(-c2cc3nc4c(c(N5CCOCC5)n3n2)CCCC4)c1
#94 COc1ccc(CCNC(=S)Nc2cccc(C)c2)cc1
#95 NCCCC[C@@H]1NC(=O)[C@H](CCC(=O)O)NC(=O)c2cc([N+](=O)[O-])cc(I)c2OCC[C@@H](C(N)=O)NC1=O
#96 N#Cc1c2c(c(NCCCN3CCOCC3)n3c1nc1ccccc13)CCC2
#97 O=C(Nc1ccc(Oc2cccc3ccccc23)cc1)c1ccco1
#98 CCCCn1c(=N)n(CC(O)COc2ccc(C)cc2)c2ccccc21 (centres undefined)
#99 O=C(Cn1nc(C(F)(F)F)c2c1CCC2)Nc1ccccc1C(F)(F)F

compound no.	89	90	91	92	93	94	95	96	97	98	99
Statin myotox sup	100*	-30	14	2	-10	0	-3	-10	-1	-9	11
esBAF inh	1	47*	-4	-5	?	2	9	4	1	3	-2

High-throughput results as filed in PubChem.

Only part of the results is shown (hit frequency here may not be typical).
